Abeta yeast res: compounds reversing amyloid beta toxicity in yeast; yeast expressing A-beta42, growth rescue, OD600, 48 h; response scale: 0% DMSO, 100% iron-clioquinol control; Potency, µM (doses to about 46.1 µM), without a hit: at the top dose growth rescue, hits mostly activators; 410,000 compounds, 0.063% hits; also: potency is read from the fitted curve at half-maximal effect; nearly all actives have a fitted effect of over 55% in size
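Yeast growth medium received pinned compounds, then yeast cells expressing toxic A-beta were added; plates incubated at 30 C for 48 hr. Growth read as absorbance at 600 nm, normalized to DMSO and equimolar FeCl3 plus clioquinol controls.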
FUS yeast rescue: rescues growth of FUS-expressing yeast | S. cerevisiae FUS-expressing, growth rescue, OD600, 24 h | Potency, µM (titrated, usually from 76.6 µM), without a hit: at the highest dose growth rescue (activation), hits mostly activators | 390,000 compounds, 0.24% hits | AID 1347120;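 also: potency is read from the fitted curve at half-maximal effect; plate controls were DMSO vehicle for no effect and reference control for full effect; nearly all actives have a fitted effect of over 55% in size; some results filed as inactive show a strong effect at the top dose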
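Absorbance at 600 nm, taken 24hr after compound addition, measured rescue of FUS-yeast growth at 30C. Induction used 2% galactose with seeding at OD 0.005. Controls: CP55940 from 92uM final, DMSO only.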
PTHR1 ag: PTHR1 (human) receptor agonism | AID 743266 | HEK293 GP2 PTHR1 cells, GloSensor cAMP luminescence, 1 h | Q03431 | 410,000 compounds, 0.075% hits | Potency, µM (highest dose often 115 µM), for inactives: at the highest dose activation, most hits filed as activators; also: potency is read from the fitted curve at half-maximal effect; nearly all actives have a fitted effect of over 55% in size; some results filed as inactive show a strong effect at the top dose; inactives centre near -15; many of its hits are not listed in these tables
Target sequence (Q03431 whole entry, looked up): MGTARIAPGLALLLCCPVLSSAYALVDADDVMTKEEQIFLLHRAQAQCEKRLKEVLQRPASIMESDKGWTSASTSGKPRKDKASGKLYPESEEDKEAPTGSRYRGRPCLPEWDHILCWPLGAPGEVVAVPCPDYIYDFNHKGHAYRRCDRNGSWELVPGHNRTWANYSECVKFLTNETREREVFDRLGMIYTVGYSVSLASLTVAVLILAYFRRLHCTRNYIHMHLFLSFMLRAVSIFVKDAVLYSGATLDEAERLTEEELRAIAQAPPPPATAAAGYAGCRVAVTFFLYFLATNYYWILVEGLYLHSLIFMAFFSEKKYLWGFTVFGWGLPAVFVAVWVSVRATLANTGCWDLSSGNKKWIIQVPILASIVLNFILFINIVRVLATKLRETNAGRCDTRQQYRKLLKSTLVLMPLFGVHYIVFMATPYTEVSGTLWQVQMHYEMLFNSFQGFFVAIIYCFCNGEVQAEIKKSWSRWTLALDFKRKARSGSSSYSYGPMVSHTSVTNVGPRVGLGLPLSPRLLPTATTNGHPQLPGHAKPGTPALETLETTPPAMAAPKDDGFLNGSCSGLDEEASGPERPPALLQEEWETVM
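HEK-293-derived GP2 cells expressing PTHR1 and a GloSensor cAMP reporter, 3,000/well, plated overnight, given luciferin plus IBMX (each 0.5 mM as added) for 1 h at 37 °C, then compound for 1 h at 37 °C. Luminescence was read after 15 min at room temperature.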
Mm-Cpn inhibitor: M. maripaludis TRiC chaperonin inhibition | AID 504842 | purified Mm-Cpn ATPase, ADP Transcreener TR-FRET | Potency, µM (highest dose often 76.9 µM), for inactives: at the top dose activity, negative = inhibition, most hits filed as inhibitors | 330,000 compounds, 0.031% hits; also: potency is read from the fitted curve at half-maximal effect; % is scaled to controls: 0 for no effect and ±100 for the full control effect; nearly all actives have a fitted effect of over 80% in size
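Measured: ADP formation by purified Mm-CPN. Conditions: 25 nM protein, 10 uM ATP, Tris pH 7.4 with Mg2+, K+ and DTT, 37°C for 30 min. Detection: Transcreener HTRF after 30 min at room temperature.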
Akt phos inh: Akt phosphorylation inhibition. Neuro2A IGF-stimulated pAkt S473 HTRF, 20 min; stronger effect = lower value. activity change, % for hits at 50 µM. 360,000 compounds, 0.32% hits; in the data active = activity change below about -80%; inconclusive = mostly about -51% to -80%; also: % is scaled to controls: 0 for no effect and ±100 for the full control effect
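Neuro2A cells in DMEM with 0.5% FBS, overnight at 37 deg C, given compound at single 50 µM final, then IGF (6 nM final) for 20 min at 37 deg C. Lysed; phospho-Akt Ser473 by HTRF after 24 h, 665/615 ratio.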
HEK293 tox: cytotoxicity in counter-screen for GLP-1R inverse agonists; HEK293 cAMP-luciferase reporter cells, luminescence, 24 h; Potency, µM (top dose mostly 38.3 µM), inactives show at the top dose activity change, negative = inhibition, actives largely listed as inhibitors; 410,000 compounds, 0.13% hits;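 also: loss of luciferase light is scored as toxicity; potency is read from the fitted curve at half-maximal effect; % is scaled to controls: 0 for no effect and ±100 for the full control effect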
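Step one: seed cells (200 cells/uL, DMEM with 10% Nu serum, 1% pen-strep). Step two: 12-hour incubation at 37 deg C. Step three: pin 23 nL compound, incubate 24 hr. Step four: add luciferase reagent, read luminescence 12 min later.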
aSyn yeast inh: alpha-synuclein toxicity inhibition in yeast. Yeast expressing alpha-synuclein, growth rescue, BacTiter-Glo, 24 h. Potency, µM (titrated, usually from 46.1 µM), without a hit: at the highest dose growth rescue (activation), most hits filed as activators. 370,000 compounds, 0.14% hits. AID 652106; also: potency is read from the fitted curve at half-maximal effect; % of control where 0% means no effect; nearly all actives have a fitted effect of over 65% in size
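Readout is rescue of growth in alpha-synuclein-expressing yeast, so inhibitors of toxicity appear as activators. Growth after 24 hr at 30 deg C in galactose medium is quantified by luminescence.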
GLP-1R inv ag: GLP-1 receptor (human) inverse agonism; AID 624417; 410,000 compounds, 1.6% hits; HEK293 GLP-1R CRE-luciferase, luminescence, 24 h; GLP-1R form is constitutively active; Potency, µM (titrated, usually from 38.3 µM), inactives show at the highest dose activity change, negative = inhibition, usual class: inhibitors; P43220; also: potency is read from the fitted curve at half-maximal effect; % is scaled to controls: 0 for no effect and ±100 for the full control effect; nearly all actives have a fitted effect of over 55% in size
Target sequence (P43220 whole entry, looked up): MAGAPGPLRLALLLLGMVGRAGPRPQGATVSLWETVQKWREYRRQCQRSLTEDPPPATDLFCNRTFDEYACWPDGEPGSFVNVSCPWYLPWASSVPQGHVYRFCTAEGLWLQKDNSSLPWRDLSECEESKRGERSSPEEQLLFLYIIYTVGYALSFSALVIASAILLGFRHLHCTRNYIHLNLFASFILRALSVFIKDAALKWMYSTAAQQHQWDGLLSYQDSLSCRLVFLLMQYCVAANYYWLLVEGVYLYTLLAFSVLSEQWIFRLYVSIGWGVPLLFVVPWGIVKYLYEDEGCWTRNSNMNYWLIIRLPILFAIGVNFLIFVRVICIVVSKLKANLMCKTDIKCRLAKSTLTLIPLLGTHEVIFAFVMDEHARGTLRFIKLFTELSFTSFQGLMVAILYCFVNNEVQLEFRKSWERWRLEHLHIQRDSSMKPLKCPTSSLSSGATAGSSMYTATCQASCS
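Stable HEK293 clone (constitutively active GLP-1R + cAMP-response luciferase); 200 cells/uL plated, 12 h pre-culture, compound 24 hr, 37 deg C/5% CO2; detection reagent 12 min RT; luminescence.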
TDP-43 yeast inh: rescues yeast growth from TDP-43 toxicity; TDP-43 expressing yeast growth rescue, BacTiter-Glo, 24 h; Potency, µM (doses to about 46.1 µM), without a hit: at the highest dose growth rescue (activation), hits mostly activators; 410,000 compounds, 1.8% hits; AID 652104; also: potency is read from the fitted curve at half-maximal effect; % of control where 0% means no effect; nearly all actives have a fitted effect of over 50% in size
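Galactose-induced TDP-43 yeast, OD600=0.02, compound pinned; 24 hr, 30 deg C; BacTiter-Glo luminescence for growth. Inhibitors of TDP-43 toxicity read as activators.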
* marks the source's active call; other numbers are inactive results; i = inactive; ? = inconclusive; nt = not tested or not shown; [ ] = remark or other dose. Unless noted, calls follow the shape of the dose curve; as a rule, active = well fitted curve in the direction sought with a large enough effect; inconclusive = small, poorly fitted or top-dose-only effect, or another doubt; inactive = no such curve, though single readings can be large; an effect the other way counts as inactive or inconclusive.

SMILES	Abeta yeast res	FUS yeast rescue	PTHR1 ag	Mm-Cpn inhibitor	Akt phos inh	HEK293 tox	aSyn yeast inh	GLP-1R inv ag	TDP-43 yeast inh
COC(=O)c1c(NC(=O)CCCOc2ccc(C)cc2)sc2c1C(C(=O)OC)CC2 (stereo unspecified)	-4%	40%	-27%	nt	nt	0%	10%	-12%	0%
O=C(Nc1cccs1)Nc1c(F)cc(F)cc1Br	6%	17%	-11%	0%	i	5%	-5%	3%	12%
O=C(NCCc1ccc(Cl)cc1)C1CCN(S(=O)(=O)c2ccc(Br)s2)CC1	-12%	1%	-39%[inhibitor]	-4%	i	17%	-1%	?	-1%[9.22 µM]
COc1cccc(CNC(=O)COc2cc(=O)n(C)c3ccccc23)c1	-7%	-16%	-12%	nt	nt	-6%	nt	8%	2%
Cc1ccc(NC(=O)CCn2cccc2)cc1Cl	16%	9%	i	-1%	i	4%	2%	?	16%
O=C(Cn1cnc2ccccc21)OCC(=O)N1CCCCC1	19%	-3%	-85%[inhibitor]	-2%	i	10%	0%	14%	-1%
COc1ccc(NC(=O)N2c3ccc(OC)cc3C(C)=CC2(C)C)cc1	-29%	7%	-15%	-4%	i	16%	0%	29%	-4%
COc1ccc(CN2CCCC(C(=O)c3ccc(Cl)cc3)C2)cc1Cn1cncn1 (stereo unspecified)	3%	-20%	i	-2%	i	-22%	1%	?	1%
Cc1ccc(-c2nc(CS(=O)CC(=O)NCCN3CCOCC3)c(C)o2)cc1 (stereo unspecified)	-4%	-8%	i	-1%	i	12%	?	27%	22%
CC1C(=O)N(Cc2cn(CCC3OCCCO3)nn2)CCS(=O)(=O)N1Cc1ccc(-c2ccncc2)cc1 (stereo unspecified)	1%	-9%	-15%	nt	i	0%	?	45%[activator]	-8%
N#Cc1ccc(Oc2cc(C(F)(F)F)nc(-c3ccccn3)n2)cc1	12%	13%	i	1%	i	2%	3%	-7%	-5%
Cc1ccc(C(=O)CSc2nnc3ccccn23)c(C)c1	4%	1%	-17%	-4%	i	0%	2%	?	9%[9.22 µM]
O=C(NCCNC(=O)c1cc(OCC(F)(F)F)ccc1OCC(F)(F)F)Nc1ccc(OC(F)(F)F)cc1	9%	7%	-13%	-1%	i	-27%	-3%	?	14%
Cc1nn(-c2ccccc2)c(C)c1/C=N/NC(=O)c1cc(-c2ccccc2)n[nH]1	10%	nt	-25%	-1%	i	?	1%	-7%	34%
C[C@H]1CN([C@@H](C)CO)S(=O)(=O)c2ccc(Br)cc2O[C@H]1CN(C)C(=O)Cc1ccccn1	4%	-10%	-14%	nt	i	-5%	0%	-17%	8%
CC(C)c1nc2ccc(C(=O)NCCCN3CCN(c4ccccc4F)CC3)cc2o1	-16%	1%	-7%	nt	nt	3%	nt	-5%	20%
O=C(COC(=O)c1cc(Br)ccc1O)NCCC1=CCCCC1	-10%	-26%	-70%[inhibitor]	nt	i	5%	1%	10%	-15%
O=C(/C=C/Nc1cccc(C(F)(F)F)c1)C(F)(F)F	3%	5%	-24%[57.5 µM]	2%	i	-1%	-12%	0%	-1%
Cn1c(=O)c2cc(S(=O)(=O)NCCC(=O)NC3CCCCCCC3)ccc2n(C)c1=O	-15%	34%	-19%	1%	i	6%	0%	19%	-4%
Cc1ccc(C(=O)NC(=S)NCC(=O)c2ccccc2)cc1	10%	21%	i	-4%	i	-14%	4%	4%	-1%
CCOc1ccc(NC(=S)NC(=O)/C=C/c2ccco2)cc1	32%	7%	i	-1%	i	?	-8%	?	?
CCOC(=O)c1ccc(-c2c(-c3ccccc3OC)sc3cc4c(cc23)OCO4)cc1F	4%	35%	i	?	i	19%	8%	?	18%
Clc1c(Cl)c(Cl)c2n[nH]nc2c1Cl	-90%[inhibitor]	26%	-30%	-2%	i	-19%	-76%[inhibitor]	?	-94%[inhibitor]
CCc1nnc(NC(=O)C2CCCN2C(=O)Nc2ccc(Cl)cc2)s1 (stereo unspecified)	-6%	-22%	-6%	1%	i	8%	4%	-6%	-6%
COc1cc(C(=O)OCC(=O)N2CCNC2=O)cc(Cl)c1OC	3%	3%	i	0%	i	-4%	-8%	16%	-16%

(next part)
SMILES	Abeta yeast res	FUS yeast rescue	PTHR1 ag	Mm-Cpn inhibitor	Akt phos inh	HEK293 tox	aSyn yeast inh	GLP-1R inv ag	TDP-43 yeast inh
CCCCNc1c(-c2ccc(SC(C)CC)cc2)nc2cnccn12 (stereo unspecified)	-70%[inhibitor]	10µM*	-50%[inhibitor]	-2%	i	23%	-71%[inhibitor]	10%	-93%[inhibitor]
CCN(CC)/C(Sc1ccccc1)=C(/C(Cl)=C(Cl)Cl)[N+](=O)[O-]	4%	5%	-2%	-3%	i	8%	2%	7%	18%
Cc1noc(C)c1NC(=O)N(C)C[C@@H]1OCc2ccccc2-c2c(n(C)c3ccccc23)C(=O)N([C@H](C)CO)C[C@H]1C	4%	28%	-33%	nt	i	-3%	-2%	-22%	0%
CCOC(=O)C1=C(C)N=c2s/c(=C\c3ccc(OCC(=O)O)cc3)c(=O)n2C1c1ccccc1OC (stereo unspecified)	-13%	-12%	-11%	0%	i	3%	-16%	?	0%
CC(C)(C)OC(=O)N(CCc1ccccc1)Cc1ccc(OCc2cccc(NC(=O)C3CCC3)c2)cc1	-13%	-4%	-18%	nt	i	1%	2%	?	6%
Cc1cccn2c(=O)c(C=O)c(N3CCSCC3)nc12	-7%	0%	-2%	-5%	i	0%	3%	0%	17%
CC1(C)CC(=O)C(C=NCCN2CCN(C(=O)CCl)CC2)=C(O)C1	8%	5%	i	0%	i	3%	3%	5%	?
CC(=O)Nc1ccc(NC(=O)C2c3ccccc3Oc3ccccc32)cc1	-7%	-2%	i	-8%	i	-8%	2%	3%	16%
CC1(C)NC(=O)N(CC(=O)N2CCN(S(=O)(=O)c3cc(Cl)ccc3Cl)CC2)C1=O	-16%	0%	i	-1%	i	1%	-4%	-12%	-7%
COc1ccccc1NC(=O)CC1CCCC1	8%	5%	-2%	0%	i	2%	-4%	11%	5%
CC(=O)c1cccc(Nc2nc(-c3cccc(C)c3)nc3ccccc23)c1	-51%[inhibitor]	?	-47%	nt	nt	-3%	nt	?	16µM*
COC(=O)C1(CCSC)NC(c2ccc(O)cc2)C2C(=O)N(c3ccc4c(c3)OCCO4)C(=O)C21 (stereo unspecified)	-4%	-1%	i	-2%	i	3%	9%	26%	-5%
Cc1ccc(NC(=O)C(=O)NCC2(c3ccccc3)CCCC2)cc1Cl	-9%	-16%	-22%	nt	nt	15%	nt	-2%	3%
CC(=O)c1ccc(Oc2ncnc3sccc23)cc1	-7%	-12%	i	0%	i	31%[activator]	1%	20%	?
Cc1ccc(-n2ncc3c(NCCCN4CCOCC4)ncnc32)cc1Cl	-21%	-11%	-60%[inhibitor]	nt	nt	-1%	nt	?	-11%
Cc1cc2ncn(CC(C)C)c2cc1C	19%	-1%	i	0%	i	2%	1%	?	-13%[9.22 µM]
CCCCn1nnnc1C1(C)CCC(=O)N1CCc1ccccc1F (stereo unspecified)	-5%	-7%	i	nt	i	-37%	-1%	?	27%
CCCSc1ccc([C@@H]2[C@H]3C(=O)N(CC)C(=O)[C@H]3[C@]3(C(=O)OC)CCCCN23)cc1	4%	?	-6%	-7%	i	3%	-14%	?	-40%[inhibitor]
O=C(Nc1ccccc1Cl)NC1(C(=O)N2CCOCC2)CCCCC1	7%	8%	-7%	3%	i	3%	-9%	-13%	-8%
CC(=O)c1ccc(S(=O)(=O)Nc2cccc(-c3ccc4nncn4n3)c2)cc1	6%	10%	-20%	0%	i	0%	11%	60%[activator]	-13%
CN1CCCN(C(=O)c2cccc(Br)c2)CC1	-7%	6%	3%	-1%	i	7%	1%	-7%	0%
CCOC(=O)c1c(S(=O)(=O)N2CCN(c3ccc(C(C)=O)cc3)CC2)c(C)n(C)c1C	8%	6%	i	2%	i	-4%	0%	108%[activator]	-9%
COc1ccccc1C(=O)NCCC(=O)N(C)Cc1cccnc1	-1%	-16%	-22%	0%	i	-11%	0%	3%	10%
COc1ccc(NS(=O)(=O)c2ccc(N3CCOCC3)c(NC(=O)c3ccc(F)cc3)c2)cc1	14%	39%	i	0%	i	1%	0%	16%	16%
O=C(c1c(Cl)cccc1Cl)N1CCN(c2ccccn2)CC1	-3%	?	-13%[57.5 µM]	1%	i	0%	4%	-3%	-2%
O=C(NN=c1c(=O)c2ccccc2c1=O)c1ccccc1	-86%[inhibitor]	-12%	-7%[57.5 µM]	-2%	i	5%	-73%[inhibitor]	7%	16%
CCOc1cc(S(=O)(=O)NCc2cccs2)ccc1Cl	?	-5%	-22%	0%	i	-8%	4%	?	13%
CC(C)N=C1CCCC1C(=S)SSC(=S)C1CCCC1=NC(C)C (stereo unspecified)	?	15%	-16%	nt	i	?	-3%	?	?
CCc1nnc(NC(=O)c2cc(Cl)ccn2)s1	?	8%	i	2%	i	?	?	?	?
O=C(Nc1cnn(Cc2ccc(F)cc2)c1)c1cnccn1	19%	13%	-25%[57.5 µM]	1%	i	2%	4%	31%[activator]	12%

Only Abeta yeast res and aSyn yeast inh, for some of the entries so far:
SMILES | Abeta yeast res | aSyn yeast inh
O=C(COC(=O)c1cc(Br)ccc1O)NCCC1=CCCCC1 | -10% | 1%
O=C(/C=C/Nc1cccc(C(F)(F)F)c1)C(F)(F)F | 3% | -12%

A portion of the library; rates above refer to the full screens.
